DAGLB inh: diacylglycerol lipase beta (human) inhibition; Q8NCG7; HEK293T DAGLB membrane lysate, EnzChek fluorogenic substrate; inhibition, % at 5.17 µM; 0.059% of 340,000 active; AID 504411; in the data active = inhibition above about 34%;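 note: 0% = enzyme with vehicle and 100% = wells lacking enzyme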
Target sequence (Q8NCG7 whole entry, looked up): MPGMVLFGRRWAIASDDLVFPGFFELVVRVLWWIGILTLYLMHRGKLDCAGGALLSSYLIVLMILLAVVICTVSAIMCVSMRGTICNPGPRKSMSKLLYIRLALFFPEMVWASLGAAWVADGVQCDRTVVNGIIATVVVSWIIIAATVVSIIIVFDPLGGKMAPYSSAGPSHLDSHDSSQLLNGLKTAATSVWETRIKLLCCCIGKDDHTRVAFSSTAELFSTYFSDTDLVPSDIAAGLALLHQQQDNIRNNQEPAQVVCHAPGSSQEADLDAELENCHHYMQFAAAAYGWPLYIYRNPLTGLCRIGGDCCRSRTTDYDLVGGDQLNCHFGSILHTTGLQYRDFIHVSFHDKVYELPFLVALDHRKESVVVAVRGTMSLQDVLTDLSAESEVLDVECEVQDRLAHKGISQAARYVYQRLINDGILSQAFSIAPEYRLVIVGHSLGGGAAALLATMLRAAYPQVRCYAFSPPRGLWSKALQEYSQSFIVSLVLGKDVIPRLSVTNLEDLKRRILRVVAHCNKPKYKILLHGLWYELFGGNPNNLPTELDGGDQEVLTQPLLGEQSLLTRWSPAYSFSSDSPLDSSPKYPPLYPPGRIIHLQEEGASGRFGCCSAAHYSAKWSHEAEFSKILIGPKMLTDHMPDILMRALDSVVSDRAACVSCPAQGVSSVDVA
PvdQ inh: P. aeruginosa PvdQ acylase inhibition | purified PvdQ acylase, fluorescence plate reader | AID 488965 | inhibition, % at 10 µM | 0.063% of 340,000 active; in the data active = inhibition above about 30%, passing the limit was not always enough;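 note: 0% = vehicle neutral wells and 100% = reference inhibitor wells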
Wnt act: activators of Wnt/beta-catenin signaling; 1.2% of 300,000 active; Wnt/beta-catenin reporter cell assay, activator, plate reader; activation, % at 9.35 µM; in the data active = activation above about 30%, passing the limit was not always enough;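 note: 0% = neutral control wells and 100% = positive control wells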
AddAB inh: less growth of phage-infected E. coli with AddAB; inhibition, % at 11.9 µM; 0.29% of 330,000 active; E. coli expressing H. pylori AddAB, absorbance growth; AID 435030; in the data active = inhibition above about 12%;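 note: 0% = vehicle wells of infected cells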
PfHsp90 set2: growth inhibition of yeast expressing Plasmodium Hsp90; S. cerevisiae expressing PfHsp90, BacTiter-Glo ATP, 48 h; yeast lacking PDR1 and PDR3 efflux regulators; AID 504621; inhibition, % at 9.4 µM; 0.32% of 310,000 active;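 active = every replicate shows inhibition above about 80%, whatever the replicate mean, limit read from the data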;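 note: 0% = DMSO neutral controls and 100% = 20 µM radicicol positive controls; yeast relying on Plasmodium falciparum Hsp90 in place of its own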
Rtt109 HAT inh: blocks Candida albicans Rtt109/Vps75 acetyltransferase activity. inhibition, % at 34.9 µM. Q5AAJ8. purified Rtt109/Vps75, ThioGlo CoA-SH fluorescence, 4 h. AID 540336. 0.16% of 330,000 active;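 active = inhibition of at least 50% in every replicate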
Target sequence (Q5AAJ8 whole entry, looked up): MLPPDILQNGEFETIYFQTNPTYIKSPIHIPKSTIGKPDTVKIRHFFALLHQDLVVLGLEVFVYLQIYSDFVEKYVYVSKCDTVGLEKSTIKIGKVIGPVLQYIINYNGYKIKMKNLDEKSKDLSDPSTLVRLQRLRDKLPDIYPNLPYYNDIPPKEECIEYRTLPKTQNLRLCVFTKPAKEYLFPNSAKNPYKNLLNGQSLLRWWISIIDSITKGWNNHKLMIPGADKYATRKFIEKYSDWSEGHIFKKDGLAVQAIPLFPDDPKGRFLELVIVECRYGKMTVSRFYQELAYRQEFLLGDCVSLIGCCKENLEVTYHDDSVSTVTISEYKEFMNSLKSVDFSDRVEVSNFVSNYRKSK
Tat export inh: blocks Tat-dependent protein export in E. coli; E. coli MC4100 TorA-mCherry Tat export, fluorescence; 0.036% of 340,000 active; inhibition, % at 10 µM; AID 488895;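 active = mean replicate inhibition at least 50% and at least half of replicates individually reaching 50%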;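 note: exported cargo escapes ClpAP degradation while cytoplasmic cargo is degraded and loses fluorescence; 0% = median of neutral control wells and 100% = median of NaSCN control wells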
phage Ecoli inh: E. coli growth loss with phage present. inhibition, % at 11.9 µM. AID 651602. 0.26% of 360,000 active. growth absorbance; in the data active = inhibition above about 11%
E coli growth: reduces bacterial viability in AddAB counter-screen. E. coli V3065 growth, OD600 absorbance, 18 h. inhibition, % at 11.9 µM. 0.27% of 330,000 active. AID 449728;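 active = inhibition above the campaign's mean inhibition across all tested compounds plus 3 SD, cut at about 9.9% in these data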;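 note: uninfected addAB+ strain grown without phage in ampicillin broth; 0% = DMSO wells and 100% = ciprofloxacin 0.95 µg/ml wells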
CAL PDZ inh: inhibitors of human CAL PDZ peptide binding; Q9HD26; purified CAL PDZ, TMR-peptide fluorescence polarization, 1 h; inhibition, % at 20 µM; 0.02% of 330,000 active;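 active = highest replicate inhibition of at least 40%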;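 note: plate controls were DMSO neutral control wells for no effect and unlabeled competitor peptide control wells for full effect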
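Material: tagged CAL PDZ protein CerCALP, purified; buffer or medium: sodium phosphate/NaCl buffer pH 7.4 with TCEP, IgG, Thesit; also added: fluorescent TMR peptide probe; schedule: 1 h incubation at room temperature before polarization reading; technique: fluorescence polarization from S- and P-plane intensities, G-factor corrected; control set: unlabelled peptide and DMSO controls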
* hit, by the source's call; · = no result given.

SMILES | DAGLB inh | PvdQ inh | Wnt act | AddAB inh | PfHsp90 set2 | Rtt109 HAT inh | Tat export inh | phage Ecoli inh | E coli growth | CAL PDZ inh
Cc1[nH]c2ccc(C(=O)N3CCN(c4ccccc4Cl)CC3)cc2c1C | 2 | -6 | 0 | 6.3 | 8 | 7 | 11 | -0.1 | -1.1 | 0.2
C/C(=N\NC(=O)c1cccc([N+](=O)[O-])c1)c1ccncc1 | -1 | -3 | -3 | 2.8 | 10 | -24 | 0 | 1.4 | 0.8 | -0.6
CSc1sc(-c2ccnc(SCC(=O)C(C)(C)C)n2)c2c1C(=O)CC(C)(C)C2 | -4 | -3 | -7 | -1.6 | -22 | -3 | -2 | 1.1 | -3.2 | -2.5
O=C(C1CCN(C2CC(=O)N(c3cccc(Cl)c3)C2=O)CC1)N1CCCC1 (stereo unspecified) | -2 | -7 | -3 | 5.9 | 106* | 3 | 3 | -0.2 | 1.6 | ·
COc1ccc(N=Cc2cc3c(cc2O)OC(N)=C(C#N)C3c2ccccc2)cc1 (stereo unspecified) | 3 | -3 | 11 | 3.2 | 2 | -6 | -5 | 7.0 | 5.1 | -4.0
CC1(C)CCN(Cc2ccccc2)C1CC#N (stereo unspecified) | -2 | 13 | -3 | 0.1 | · | -8 | -7 | 1.7 | -2.0 | 0.5
CCC(=O)Oc1ccc(C/C(=N\O)c2ccc(O)cc2O)o1 | 0 | -20 | · | 1.4 | -18 | 6 | -11 | 1.0 | -1.7 | -2.7
O=C(O)CCC(C(=O)O)n1c(O)c(C2=c3ccccc3=NC2=O)sc1=S (stereo unspecified) | 0 | -10 | · | 1.5 | -57 | -6 | 1 | -2.1 | -1.9 | -2.9
CCc1nnc(NC(=O)c2cccc(C(=O)Nc3nnc(CC)s3)n2)s1 | -3 | -12 | -1 | 0.9 | 65 | 5 | 0 | 0.9 | -5.0 | -1.7
Fc1ccccc1/C=N/n1c(COc2ccccc2)n[nH]c1=S | 5 | -14 | 1 | 0.3 | -1 | 7 | -11 | 0.4 | 0.5 | -1.8

At a glance, five of the compounds above:
SMILES | DAGLB inh | PvdQ inh | Wnt act | AddAB inh | PfHsp90 set2 | Rtt109 HAT inh | Tat export inh | phage Ecoli inh | E coli growth | CAL PDZ inh
CC1(C)CCN(Cc2ccccc2)C1CC#N (stereo unspecified) | -2 | 13 | -3 | 0.1 | · | -8 | -7 | 1.7 | -2.0 | 0.5
CCC(=O)Oc1ccc(C/C(=N\O)c2ccc(O)cc2O)o1 | 0 | -20 | · | 1.4 | -18 | 6 | -11 | 1.0 | -1.7 | -2.7
O=C(O)CCC(C(=O)O)n1c(O)c(C2=c3ccccc3=NC2=O)sc1=S (stereo unspecified) | 0 | -10 | · | 1.5 | -57 | -6 | 1 | -2.1 | -1.9 | -2.9
CCc1nnc(NC(=O)c2cccc(C(=O)Nc3nnc(CC)s3)n2)s1 | -3 | -12 | -1 | 0.9 | 65 | 5 | 0 | 0.9 | -5.0 | -1.7
Fc1ccccc1/C=N/n1c(COc2ccccc2)n[nH]c1=S | 5 | -14 | 1 | 0.3 | -1 | 7 | -11 | 0.4 | 0.5 | -1.8

Further structures:
SMILES | DAGLB inh | PvdQ inh | Wnt act | AddAB inh | PfHsp90 set2 | Rtt109 HAT inh | Tat export inh | phage Ecoli inh | E coli growth | CAL PDZ inh
CCc1c(C)nc2nc(SCc3ccccc3Cl)[nH]n2c1=O | 1 | 1 | 0 | 3.7 | -3 | · | 3 | -1.4 | 0.7 | -2.1
Cc1nnc(SCc2ccccn2)n(N)c1=O | -1 | 13 | -2 | 0.4 | · | 9 | 4 | 2.3 | 0.3 | -2.1
O=C(N=C1SC2CS(=O)(=O)CC2N1c1cccc(F)c1)C1CC1 (stereo unspecified) | 2 | -5 | -1 | 4.1 | -8 | 2 | -2 | 0.9 | 2.9 | 1.0
C1CCCCCC(=NNc2nn[nH]n2)CCCCC1 | -2 | -1 | 0 | 4.0 | 0 | 12 | -5 | 2.6 | 2.8 | -0.6
Cc1c(C(=O)OCC(=O)NCc2ccc3c(c2)OCO3)cccc1[N+](=O)[O-] | -6 | -5 | · | 0.0 | 7 | -4 | -3 | 4.0 | 0.2 | -1.5
O=C(O)CCc1nc(-c2cccs2)no1 | -1 | 5 | · | -1.6 | 3 | -18 | -5 | 1.5 | 0.7 | 0.3
N#Cc1cc(-c2ccccc2)nnc1Sc1ccc(Cl)cc1 | -6 | -8 | · | 1.4 | · | -1 | -2 | 1.7 | -0.4 | 0.5
CC1(CO)COC(c2ccccc2)=N1 (stereo unspecified) | 0 | 4 | 0 | -1.2 | -2 | 27 | 2 | 4.3 | -1.6 | 0.3
COc1ccc2c(c1)[nH]c1c(=O)n(CC3CCCO3)cnc12 (stereo unspecified) | 0 | 0 | 0 | 0.1 | -2 | -4 | -11 | 1.4 | 0.2 | -0.7
O=[N+]([O-])c1ccc(CN2C=NS(=O)(=O)c3ccccc32)cc1 | -1 | 1 | 0 | -1.9 | -21 | -3 | 6 | 2.4 | 0.4 | 0.1
O=C(NC1CCCC1)C1c2ccccc2C(=O)N1CCCN1CCOCC1 (stereo unspecified) | -1 | 4 | -4 | -0.2 | 13 | 5 | -12 | 1.8 | -3.3 | -0.9
C=CCNC(=O)c1ccc(NC(=O)C2=CSCCO2)cc1 | -1 | -17 | · | 3.9 | 17 | -7 | -3 | · | 1.2 | -3.3
Cc1c(Cl)cnc(NC(=O)CSc2nncs2)c1Cl | 1 | -6 | 1 | 3.8 | 19 | 6 | -14 | 4.7 | 1.1 | 0.4
Cc1ccc(-n2c(SCc3nnc4n3CCC4)nnc2-c2ccccc2)cc1 | -2 | -18 | 8 | 2.6 | 8 | 2 | 4 | 1.4 | 0.2 | 0.6
CC(C)c1ccc(C(=O)OCC(=O)c2c(N)n(C)c(=O)n(C)c2=O)cc1 | 2 | 0 | 0 | -0.8 | · | 11 | 8 | -0.8 | -1.9 | 1.0
COc1ccc(S(=O)(=O)N(CC(=O)N/N=C/c2ccc(C(=O)O)cc2)Cc2ccccc2)cc1OC | -2 | -17 | -5 | 2.1 | 2 | -4 | -2 | 0.5 | -2.8 | -3.8
COc1ccc(NC(=O)C2CCCN(C(=O)c3ccc(Cl)cc3)C2)cc1Cl (stereo unspecified) | -2 | -14 | 2 | 1.1 | 14 | 0 | 6 | 9.0 | -2.6 | 0.0
Cc1ccc(NCC(=O)N/N=C/c2cc(O)ccc2[N+](=O)[O-])cc1 | · | -16 | -1 | -0.4 | -11 | 1 | -2 | 2.3 | -0.2 | -1.5
COc1ccc(CCn2c(-c3cc([N+](=O)[O-])cc([N+](=O)[O-])c3)nc3nc4ccccc4nc32)cc1OC | 4 | -8 | -3 | 0.9 | -3 | -2 | -5 | 3.2 | 0.1 | -2.9
Cc1ccc2c(c1)c1c(n2C)C(C(N)=O)CCC1 (stereo unspecified) | 0 | -8 | 4 | 1.4 | · | 4 | -2 | 2.3 | -0.7 | 0.0
O=c1[nH]c2ccccc2nc1Cc1ccc([N+](=O)[O-])cc1 | 1 | -18 | 3 | 2.5 | -23 | -2 | 8 | 0.6 | 2.5 | -2.2
COc1ccc(N(CC(=O)NCCSC(C)(C)C)S(C)(=O)=O)c(OC)c1 | 0 | -5 | -2 | -0.1 | 8 | -3 | -5 | -1.6 | 1.6 | 0.1
Cc1ccc(C(=O)NCC(=O)NCc2cc(=O)n(C)c(=O)n2C)cc1C | 0 | -12 | 0 | 3.3 | 13 | -5 | -2 | 1.7 | 1.6 | 0.0
Cc1ccc2c(c1)NC(=O)C(CC(=O)NCCCN1CCN(c3cc(C)ccc3C)CC1)O2 (stereo unspecified) | -1 | 5 | 1 | 5.0 | -5 | 7 | 5 | 1.8 | -1.8 | 0.1
Cc1[nH]c2ccccc2c1C(=O)C(=O)NCc1ccco1 | 0 | -7 | -2 | 4.5 | -2 | 4 | 1 | 4.4 | 0.6 | -1.3
Cc1ccc(S(=O)(=O)c2cc3c(=O)n4cccc(C)c4nc3n(CCc3ccccc3)c2=N)cc1C | -1 | -13 | -2 | · | 1 | 1 | -2 | 0.4 | · | -2.7
O=C(NN=C1CCCCCCCCCCC1)c1cccnc1 | 0 | -13 | -2 | 4.4 | 3 | -25 | 1 | 4.1 | 0.2 | -20
CCOC(=O)C1CCN(C(=O)c2ccccc2NS(=O)(=O)c2ccc(C)cc2)CC1 | -3 | 4 | 0 | · | -11 | -1 | -7 | 2.8 | · | -1.6
Cn1c(N2CCN(S(=O)(=O)c3ccc(Cl)cc3)CC2)nc2ccccc21 | -2 | -16 | 1 | 0.2 | · | 14 | -1 | 1.4 | 3.1 | -1.4
COc1ccc(COCC(O)CN2CCN(S(=O)(=O)c3c(F)cccc3F)CC2)cc1OC (stereo unspecified) | 1 | -6 | 4 | · | 22 | 4 | 3 | 1.2 | · | -1.2

Entries of single compounds, looked up by structure. Values in the order: DAGLB inh	PvdQ inh	Wnt act	AddAB inh	PfHsp90 set2	Rtt109 HAT inh	Tat export inh	phage Ecoli inh	E coli growth	CAL PDZ inh
Cc1[nH]c2ccccc2c1C(=O)C(=O)NCc1ccco1 in the list: 0	-7	-2	4.5	-2	4	1	4.4	0.6	-1.3
Cc1ccc2c(c1)NC(=O)C(CC(=O)NCCCN1CCN(c3cc(C)ccc3C)CC1)O2 (stereo unspecified) in the list: -1	5	1	5.0	-5	7	5	1.8	-1.8	0.1

(list continues)
SMILES | DAGLB inh | PvdQ inh | Wnt act | AddAB inh | PfHsp90 set2 | Rtt109 HAT inh | Tat export inh | phage Ecoli inh | E coli growth | CAL PDZ inh
CCCN(CCC)c1nc(Cl)nc(NCc2ccco2)n1 | -7 | -4 | · | 0.1 | -39 | -15 | 0 | 3.1 | -0.5 | 0.3
CC(C)C(OC(=O)c1ccccc1)c1nccc2ccccc12 (stereo unspecified) | -9 | -3 | 0 | 1.8 | 4 | -2 | 5 | 5.0 | 0.2 | -0.7
COc1ccc(CCn2nnnc2C(C(C)C)N2CCC(C(N)=O)CC2)cc1OC (stereo unspecified) | 0 | -11 | · | 0.9 | -8 | -3 | 5 | 0.0 | 2.8 | ·
CCN(CC)C(=O)Cc1c(OC)ccc2cc(Br)ccc12 | 0 | -13 | -2 | 2.4 | 3 | 7 | 4 | -0.1 | -0.1 | -5.1
CC(=O)Oc1ccc(N(C(C)=O)S(=O)(=O)c2ccc3ccccc3c2)cc1 | 1 | 3 | 1 | -1.5 | 23 | -5 | -2 | 0.2 | 0.3 | -1.0
COc1cc2nc(C3CC3)n(NC(=O)c3ccc(F)cc3)c(=O)c2cc1OC | 0 | -11 | · | 2.1 | 0 | -3 | -4 | -0.2 | 1.5 | -2.5
O=C(C1CC1c1ccccc1)N1CCOCC1 (stereo unspecified) | -3 | 9 | 4 | 1.8 | 20 | 6 | 7 | 0.2 | 1.1 | 0.0
C=C(C)Cn1c(C)cc(C)c(S(=O)(=O)c2cccc(C)c2)c1=O | -5 | -5 | -4 | 3.1 | -12 | -4 | 40 | 5.4 | -1.7 | -1.1
O=C(Nc1ccc(S(=O)(=O)N2CCOCC2)cc1)C1CCN(S(=O)(=O)c2ccc(Cl)cc2)CC1 | -1 | -11 | 4 | · | -11 | 1 | 0 | 1.6 | · | -2.0
CCOC(=O)c1c(NC(=O)c2ccn(CC)n2)sc2c1CCCC2 | -8 | -5 | · | -1.2 | -3 | 4 | -2 | 1.5 | -1.7 | -2.4
COC(=O)c1c(NC(=O)Cc2ccccc2)sc2c1CCN(C(C)C)C2 | -4 | 2 | 2 | -2.1 | 18 | 8 | 1 | 2.9 | 1.0 | 0.0
O=c1oc2cc(OCc3ccc([N+](=O)[O-])cc3)ccc2c2c1CCCC2 | -1 | -15 | 2 | 0.1 | -20 | 4 | 0 | -0.1 | -3.7 | -1.2
